HSP90 refold inh: blocks HSP90-mediated luciferase refolding in reticulocyte lysate; Rabbit reticulocyte lysate, luciferase refolding luminescence, 3 h; inhibition, % at 5.6 µM; 290,000 compounds, 0.91% hits; AID 1789;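 active = inhibition above the screen-wide mean plus 3 SD, computed separately per campaign, cut at about 16% in these data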;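 note: 0% = DMSO wells and 100% = 60 µM geldanamycin wells; inhibitors lower the luminescence because luciferase stays unfolded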
Platelet DG rel: platelet dense granule release activity; human platelet-rich plasma, SFLLRN dense granule ATP release, luminescence; inhibition, %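 (compounds screened at 7.5 µM in platelet-rich plasma)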; 300,000 compounds, 0.22% hits;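 active = mean replicate score, as percent of positive control, at or above 50; inconclusive = mean below 50 but at least one replicate at or above 50; inactive = mean and every replicate below 50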
GSK3 alpha inh: human GSK-3 alpha kinase inhibition; P49840; ADP-Glo luminescence, 60 min; inhibition, % at 10 µM; 320,000 compounds, 0.1% hits;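 in the data active = inhibition above about 50%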;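 note: GST-tagged GSK-3 alpha with peptide substrate and 25 µM ATP; 0% = DMSO neutral wells and 100% = GW8510 positive control wells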
Target sequence (P49840 whole entry, looked up): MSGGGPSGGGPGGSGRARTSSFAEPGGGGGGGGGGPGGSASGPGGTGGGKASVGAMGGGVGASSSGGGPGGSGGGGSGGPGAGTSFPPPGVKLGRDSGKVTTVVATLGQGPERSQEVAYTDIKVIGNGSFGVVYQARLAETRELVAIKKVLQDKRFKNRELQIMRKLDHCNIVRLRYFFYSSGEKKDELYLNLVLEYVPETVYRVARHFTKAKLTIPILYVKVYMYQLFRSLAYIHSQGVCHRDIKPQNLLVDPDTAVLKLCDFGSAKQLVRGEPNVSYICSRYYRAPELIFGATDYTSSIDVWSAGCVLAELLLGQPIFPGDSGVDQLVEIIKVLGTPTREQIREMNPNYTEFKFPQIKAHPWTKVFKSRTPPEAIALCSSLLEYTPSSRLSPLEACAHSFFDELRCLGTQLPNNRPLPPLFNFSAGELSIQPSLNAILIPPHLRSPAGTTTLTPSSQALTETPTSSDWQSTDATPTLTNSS
GSK3B inh: human GSK3beta kinase inhibition; P49841; GST-GSK3beta kinase, ADP-Glo luminescence, 60 min; stronger effect = lower value; activity score (negative = inhibition), % at 10 µM; 300,000 compounds, 0.038% hits;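 active = more than half of replicate wells score below -50%, meaning over 50% inhibition versus plate controls; inconclusive = some replicates but at most half score below -50%; inactive = no replicate scores below -50%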;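 note: 0% = median DMSO wells and -100% = median GW8510 positive control wells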
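test system = GST-tagged human GSK3beta kinase, cell-free | reagent = 25 µM ATP with peptide substrate | dosing = one dose of 10 µM per compound | schedule = 60 min reaction, RT | detection = luminescent ADP-Glo measurement of ADP formed | control set = DMSO neutral wells and GW8510 at 20 µM as positive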
PolyA inh: blocks polyadenylation in yeast reporter cells; S. cerevisiae SKY197-pL101 polyadenylation reporter, beta-gal luminescence; efflux-impaired pdr1/pdr3 knockout yeast; score 100 = 6 SD above DMSO; calls only at 12 µM; 300,000 compounds, 0.02% hits; AID 1875;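 active = lowest replicate activity score at least 50, where 100 means six control SD above control mean; inconclusive = lowest score under 50 but half or more replicates reach 50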;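 note: yeast exposed to compound for 9 h at 30 °C; higher score means more reporter readthrough which indicates perturbed polyadenylation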
HDAC3 inh: human HDAC3 inhibition. inhibition, % at 8.3 µM. recombinant HDAC3, fluorogenic peptide/trypsin coupled, fluorescence. 320,000 compounds, 0.15% hits; in the data active = inhibition above about 26%, passing the limit was not always enough; inconclusive = no clear call, values can overlap the other calls
Target sequence (O15379 whole entry, looked up): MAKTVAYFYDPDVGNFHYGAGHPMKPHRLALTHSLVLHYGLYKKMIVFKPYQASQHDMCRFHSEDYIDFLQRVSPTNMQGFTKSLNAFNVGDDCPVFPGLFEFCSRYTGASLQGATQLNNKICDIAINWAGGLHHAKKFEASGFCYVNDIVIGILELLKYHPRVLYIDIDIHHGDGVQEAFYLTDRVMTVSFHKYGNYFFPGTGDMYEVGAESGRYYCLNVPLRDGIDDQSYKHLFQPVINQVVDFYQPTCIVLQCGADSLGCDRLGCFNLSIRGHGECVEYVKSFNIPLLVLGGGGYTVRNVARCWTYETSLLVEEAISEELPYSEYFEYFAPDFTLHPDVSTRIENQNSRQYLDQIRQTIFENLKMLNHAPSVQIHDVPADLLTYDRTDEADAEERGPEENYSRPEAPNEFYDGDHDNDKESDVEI
AI-2 QS mod: modulators of Vibrio harveyi AI-2 quorum sensing system | Vibrio harveyi JMH597 AI-2 luminescence/OD600 ratio, 9 h; stronger effect = lower value; strain lacks LuxN and CqsS sensors; 0 = neutral-control median | AID 2094 | 300,000 compounds, 0.4% hits | activity change, % at 7.5 µM; in the data active = activity change below about -75%, passing the limit was not always enough; inconclusive = no clear call, values can overlap the other calls;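 note: luminescence divided by OD600 gain over 9 h not by final OD600 alone; inactives centre near 13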
HSF1 activator: increases HSF-1 driven luciferase reporter signal; NIH3T3-HGL HSF-1 luciferase reporter, MG132, 8 h; 100% = twice DMSO control signal; activation, % at 9 µM; 300,000 compounds, 1.7% hits; AID 504408;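 active = mean replicate activation of at least 50% with a set share of replicates each reaching 50%; inconclusive = only one of those two conditions met; inactive = mean below 50% and too few replicates reaching it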;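 note: 0% = median of the neutral control wells and 100% = twice that signal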
DYRK1A inh: inhibitors of rat Dyrk1A kinase; inhibition, % at 12.5 µM; AID 504441; 310,000 compounds, 0.43% hits; ADP-Glo luminescence, NFATc1 peptide; Q63470; in the data active = inhibition above about 50%;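 note: plate controls were vehicle with enzyme for no effect and no enzyme for full effect; many of its hits are not listed in these tables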
HSF1 inh: HSF1 inhibition. activity change, negative = inhibition, % at 7.5 µM (by protocol). 300,000 compounds, 0.77% hits. NIH3T3-HGL HSE-luciferase, MG132-induced, luminescence 8 h; stronger effect = lower value;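 active = more than half of replicate wells show activity change below -50%, luminescence cut by over half; inconclusive = some wells, but at most half, below -50%; inactive = no replicate well below -50%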;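 note: luciferase reports HSF-1 transcriptional activity via heat shock element; 0% = median of DMSO wells and -100% = zero luminescence signal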
* hit, by the source's call; i = inactive; u = inconclusive; x = not tested or not shown.

Start of the data: the first three compounds as a preview:
SMILES	HSP90 refold inh	Platelet DG rel	GSK3 alpha inh	GSK3B inh	PolyA inh	HDAC3 inh	AI-2 QS mod	HSF1 activator	DYRK1A inh	HSF1 inh
CC(C)(C)N1Cc2ccccc2C1=N	0	4	1	-2	i	-2	18	-14	-3	-4
C#CC1(OC(=O)c2ccccc2)CC(C)N(C)CC1C (stereo not given)	-3	20	-2	-4	i	14	8	-4	12	-2
Cc1ccc(CN2CC3CC(C2)c2cccc(=O)n2C3)cc1 (stereo not given)	3	0	5	-2	i	-1	11	12	1	9

The listing, from the first entry:
SMILES	HSP90 refold inh	Platelet DG rel	GSK3 alpha inh	GSK3B inh	PolyA inh	HDAC3 inh	AI-2 QS mod	HSF1 activator	DYRK1A inh	HSF1 inh
CC(C)(C)N1Cc2ccccc2C1=N	0	4	1	-2	i	-2	18	-14	-3	-4
C#CC1(OC(=O)c2ccccc2)CC(C)N(C)CC1C (stereo not given)	-3	20	-2	-4	i	14	8	-4	12	-2
Cc1ccc(CN2CC3CC(C2)c2cccc(=O)n2C3)cc1 (stereo not given)	3	0	5	-2	i	-1	11	12	1	9
CC/C(=N\NC(=S)Nc1ccccc1)c1c(O)[nH]c(=O)[nH]c1=O	-4	-3	0	0	i	5	1	6	0	4
CC(C)N(CC#CCC1(O)c2ccccc2-c2ccccc21)C(C)C	1	10	2	1	i	-1	19	5	5	2
CC(C)(C)n1c(O)c(C=Nc2ccc3c(c2)CCC3)c(=O)[nH]c1=O	2	5	-1	-5	i	-6	-54	-1	-1	-6
C[C@]12CC[C@@H]3c4ccc(O)c(O)c4CC[C@H]3[C@@H]1CC[C@@H]2O	2	3	-2	2	i	3	26	13	4	13
CCN1CCN(C(=O)COc2ccc(S(=O)(=O)N(C)Cc3ccccc3)cc2)CC1	1	-4	-5	2	i	0	-1	16	5	-8
Cn1c(C(=O)N2CCC3(CC2)OCCO3)cc2c(=O)n(C)c3ccccc3c21	-2	5	-2	x	i	-14	x	35	3	17
N=C1c2ccccc2CN1NC(=O)c1ccc(Cl)cc1	0	7	0	3	i	2	32	-1	0	-3
Nc1cnn(-c2ccccc2)c(=O)c1Cl	-3	-1	-4	-1	i	0	21	-5	2	-5
O=C(c1ccc(C(F)(F)F)cc1)C1CCCN(C2CCSCC2)C1 (stereo not given)	-1	-4	-1	0	i	2	19	10	-2	6
CC(C)[C@H]1C(=O)O[C@@H]2CCN3CC=C(COC(=O)[C@](C)(O)[C@]1(C)O)[C@H]23	1	-2	-2	1	i	-9	6	12	-3	-6
CC(=NCc1cccnc1)c1c(O)n(-c2ccc(Cl)cc2)c(=O)[nH]c1=O	-1	-1	-2	1	i	x	22	4	-2	5
Cc1ccccc1-n1c(C)cc(/C=C2/C(=O)NC(=O)N(Cc3ccco3)C2=O)c1C	3	-6	x	0	i	3	8	-6	-19	-3
Cc1c(O)ccc(C(=O)CN2CC(C)OC(C)C2)c1O (stereo not given)	-3	9	-12	0	i	7	16	-1	-1	2
COc1ccc(C(CNC(=O)CCc2ccsc2)N(C)C)cc1 (stereo not given)	-4	10	-1	-3	i	2	36	2	-1	-4
CC(C)CCNC(=O)c1cc(C(=O)c2cc(F)ccc2O)cn(CCC(C)C)c1=O	2	0	-2	0	i	3	15	4	2	4
CCCCCc1nc2ccccc2c(=O)n1-c1ccc(Cl)cc1[N+](=O)[O-]	3	14	-1	-6	i	-2	12	2	1	0
CCOC(=O)N1CCN(C(C)C(=O)c2c[nH]c3ccccc23)CC1 (stereo not given)	-3	2	-1	-1	i	3	-16	-8	x	-2
COc1ccc2c3c([nH]c2c1)C(C)NCC3 (stereo not given)	1	4	1	2	i	-11	8	-4	74*	-2
O=C1NC(=O)C2(Cc3ccccc3N3CCOCC32)C(=O)N1c1ccccc1 (stereo not given)	5	3	-1	-2	i	7	21	-11	2	-1
C=C1CC[C@@]2(O)[C@H]3Cc4ccc(O)c5c4[C@@]2(CCN3CC2CC2)[C@H]1O5	5	3	0	1	i	-2	30	0	x	-6
Cc1ccc2c(c1)C(c1ccccc1)=NCC(=O)N2	2	-14	27	-2	i	-6	1	8	x	0
CC(C)CCOP(N)(=O)Oc1ccccc1 (stereo not given)	-9	1	-1	0	i	4	4	2	-10	-4

More records
SMILES	HSP90 refold inh	Platelet DG rel	GSK3 alpha inh	GSK3B inh	PolyA inh	HDAC3 inh	AI-2 QS mod	HSF1 activator	DYRK1A inh	HSF1 inh
Cc1cc(/C=C2\C(=O)NC(=O)N(c3ccc(Br)cc3)C2=O)c(C)n1C	-3	-6	1	3	i	4	20	21	-3	13
CCC(=NCCCn1ccnc1)c1c(O)n(-c2ccc(OC)cc2)c(=O)[nH]c1=O	-3	-20	36	0	i	0	24	0	-2	-4
CN1CCN(c2ccc([N+](=O)[O-])c(N)c2)CC1	1	-12	1	0	i	6	0	-6	-4	-6
C=CC(C)C(C(=O)c1ccccc1)N(C)C (stereo not given)	1	3	-2	3	i	-3	18	x	-2	x
C[N+]12CCC(CC1)C(=C(c1ccccc1)c1ccccc1)C2	-3	5	1	2	i	1	21	-7	-3	-7
COC(=O)C1C2c3ccccc3C(c3ccccc32)C1C(=O)OC (stereo not given)	0	1	0	3	i	-3	32	-9	3	-2
Cc1sc2nc(COC(=O)Cc3ccccc3)[nH]c(=O)c2c1C	0	1	-2	1	i	9	3	4	3	3
OC12CCCCC1C(c1ccccc1)NCC2 (stereo not given)	-1	-9	0	-1	i	-3	14	-9	-2	-8
COc1ccc(-n2c(SC)nc3ccccc3c2=O)cc1	1	6	1	1	i	-11	41	-8	-9	-5
Cc1ccc(/C=C2/C(=O)NC(=O)N(CCc3ccc(F)cc3)C2=O)o1	-1	-1	-1	-1	i	3	27	1	5	4
CN(C)c1cc[n+](CC(O)C[n+]2ccc(N(C)C)cc2)cc1	x	17	-1	2	i	12	12	-5	5	-5
COc1ccc(C(=O)OC2CC3CCC(C2)[N+]3(C)[O-])cc1OC (stereo not given)	-2	13	-1	2	i	-5	12	6	1	-2
O=[N+]([O-])c1ccc(NCc2ccccc2)c2nonc12	0	0	0	-1	i	1	0	3	x	1
Cc1ccc(-c2nn(Cc3ccccc3)cc2C=O)cc1	4	-2	-10	-2	i	1	8	53*	-1	44
CCN(CC)c1ccc(N=Cc2c(O)n(CCC3=CCCCC3)c(=O)[nH]c2=O)cc1	-2	9	-1	2	i	9	10	6	-3	-2
Cc1cc(NC(=O)CCl)on1	4	9	-2	2	i	1	11	16	1	3
Cc1ccc(C(=O)Nc2ccc(-n3ccnc3P(=O)(O)c3ccccc3)cc2)cc1	1	-8	-5	-3	i	-3	17	13	4	-6
CCN1C[C@]2(CO)CC[C@H](OC)[C@@]34C2[C@H](OC)[C@@](O)(C13)[C@@]1(O)C[C@H](OC)[C@H]2C[C@@H]4[C@@H]1[C@H]2OC	-3	x	0	2	i	-1	7	-7	-2	-9
O=C(COc1ccc(S(=O)(=O)N2CCCCC2)cc1)N1CCN(Cc2ccccc2)CC1	1	10	1	1	i	-2	9	-3	2	5
O=c1[nH]c(=S)n(-c2ccccc2)c(O)c1/C=N/N1CCCCC1c1cccnc1 (stereo not given)	-3	2	0	3	i	11	13	13	-4	3
CCC1(CC)C(=O)N(C)C(=O)NC1=NC	3	9	-2	2	i	-2	10	-1	x	-2
C#CC[N+]1(C)[C@@H]2CC(OC(=O)C(CO)c3ccccc3)C[C@H]1C(O)C2 (stereo not given in full)	-2	-10	0	4	i	1	12	5	6	1
CCNc1nc2[nH]c(=O)c3c(c2s1)OC(N)=C(C#N)C3c1cccs1 (stereo not given)	0	2	3	-5	i	-1	4	9	5	3
COc1cccc(CN2CCN(C(=O)COc3ccc4ccccc4c3)CC2)c1	2	u	0	1	i	0	4	8	3	-3
O=C1OC(c2ccc(Br)cc2)=N/C1=C\N1CC2CC(C1)c1cccc(=O)n1C2 (stereo not given)	0	0	0	3	i	12	-18	-11	-9	0

Later entries:
SMILES	HSP90 refold inh	Platelet DG rel	GSK3 alpha inh	GSK3B inh	PolyA inh	HDAC3 inh	AI-2 QS mod	HSF1 activator	DYRK1A inh	HSF1 inh
CCCCSP1(=S)NCCCN1	-3	-17	0	2	i	-3	-3	45	0	10
O=C1NC(=O)N(CCNc2ncc(C(F)(F)F)cc2Cl)C(=O)C1/C=N/OCc1c(F)cccc1Cl (stereo not given)	-1	7	-2	1	i	6	7	23	3	0
CCC1(CC)C(=N)N(C)C(=O)NC1=O	-5	21	-2	2	i	-2	27	-15	-1	-9
CC1CN(c2cc([N+](=O)[O-])ccc2Cl)CC(C)N1 (stereo not given)	3	0	1	4	x	-6	20	7	3	3
CN1CCN(c2ccc(N)c(N3CCN(C)CC3)c2)CC1	1	6	4	-12	i	2	9	-5	6	-7
O=[N+]([O-])c1cccc(CN2CC=C(c3ccc(F)cc3)CC2)c1	-1	-8	-4	-1	i	-3	8	-7	2	-2
O=c1cccc2n1CC1CC2CN(CC(O)CN2CC3CC(C2)c2cccc(=O)n2C3)C1 (stereo not given)	-2	-3	-2	-3	i	2	27	0	-3	-8
CCCCn1c(O)c(C(CC)=Nc2cccc(C(=O)O)c2)c(=O)[nH]c1=O	4	-18	12	2	i	-2	12	-7	-4	-8
CN1C(=O)/C(=C/c2ccc(Cl)s2)C(=O)NC1=S	-4	3	0	0	i	0	-25	-5	3	-1
CN1CC=C(/C=C/c2ccc(-c3ccccc3)cc2)CC1	1	1	-2	-2	i	-9	33	1	x	-3
CCC(C)C(NC(=O)CCCNC(=O)CCC(=O)OC1O[C@H]2OC3(C)CC[C@H]4[C@H](C)CCC(C1C)C24OO3)C(=O)O (stereo not given in full)	-4	2	-4	4	i	-5	29	-28	-1	-10
CCC(=O)N1CC(=O)Nc2ccc(Cl)cc2C1c1ccc(F)cc1 (stereo not given)	4	3	-6	0	i	u	16	8	-6	9
COC(=O)C1C(O)C(C)C(O)C(C)/C=C\C=C(/C)C(=O)Nc2c(C)c(OC(C)=O)c3c(c2O)C(=O)C(C)=C2OCOC(=C23)/C(C)=C/C(C)(O)C(O)C(C)C1O (stereo not given)	2	6	-2	-4	i	-5	-150*	13	-1	-2
Cc1ccc(S(=O)(=O)N2CC2(C)CCl)cc1 (stereo not given)	-1	1	-1	5	i	3	12	50	x	18
C/C(=N\NC(=S)Nc1ccccc1)c1c(O)n(C)c(=O)n(C)c1=O	2	11	6	1	i	u	12	31	-2	12
CC(NS(=O)(=O)OCC(Cl)(Cl)Cl)c1ccccc1 (stereo not given)	-11	9	-1	0	i	-1	-8	-3	7	-1
Cc1ccnc(-n2c(C)nc3ccccc3c2=O)c1	-3	1	3	-1	i	-4	25	2	6	-5
CC1(C)C(c2ccccc2)=NC(c2cccnc2)N1O (stereo not given)	2	4	-1	-8	i	0	11	-3	4	0
CC1(C)CC(=O)C(C=NCCN2CCN(C(=O)Cc3ccc(Cl)cc3)CC2)=C(O)C1	-1	-1	-2	2	i	6	31	-3	-3	-5

From PubChem BioAssay

Only part of the results is shown; count on the stated rates, not on these rows.
